Bioassay records from PubChem BioAssay.
Giardia FBPA inh = blocks Giardia fructose-bisphosphate aldolase activity. 0.71% of 290,000 active. Potency, µM (series often up to 59.6 µM), without a hit: at the highest dose activity, negative = inhibition, most hits filed as inhibitors. A8B2U2. purified Giardia FBPA. AID 2451; further: potency means the concentration at half of the fitted maximal effect; on the % scale 0 is the no-effect control and ±100 the full control effect; nearly all actives have a fitted effect of over 55% in size
Target sequence (A8B2U2 whole entry, looked up): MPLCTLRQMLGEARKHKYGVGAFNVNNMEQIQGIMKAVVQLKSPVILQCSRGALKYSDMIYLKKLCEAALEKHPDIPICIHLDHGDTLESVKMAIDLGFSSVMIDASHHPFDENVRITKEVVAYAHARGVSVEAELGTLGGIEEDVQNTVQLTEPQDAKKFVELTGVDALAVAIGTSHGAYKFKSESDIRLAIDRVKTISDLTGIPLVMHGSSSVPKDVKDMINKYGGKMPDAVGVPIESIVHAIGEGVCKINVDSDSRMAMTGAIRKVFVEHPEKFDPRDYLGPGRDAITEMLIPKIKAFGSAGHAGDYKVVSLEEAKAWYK
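Giardia FBPA (40 nM reagent) was preincubated 10 min at RT with compound (up to 57.5 uM final), then substrate plus GAPDH/TPI/NAD/arsenate coupling system with diaphorase/resazurin was added; resorufin fluorescence (525/598 nm) was read after 20 min.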
Pf growth 96h = inhibits malaria parasite growth, 96 h; P. falciparum luciferase reporter growth, 96 h; Potency, µM (highest dose often 28.7 µM), for inactives: at the top dose activity change, negative = inhibition, usual class: inhibitors; 6.9% of 320,000 active; AID 504834; further: potency means the concentration at half of the fitted maximal effect; on the % scale 0 is the no-effect control and ±100 the full control effect
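Two-generation exposure (96 h) targets delayed-death phenotype. Reporter parasites carrying integrated firefly luciferase, in red cells at 2% hematocrit and 0.05% parasitemia final, kept at 37 C, 5% CO2; luminescence loss indicates inhibition.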
Shiga inhibitor = blocks Shiga toxin action in Vero cells. 9.2% of 290,000 active. Vero cells, Shiga toxin protein synthesis inhibition reporter. AID 2315. inhibition, % at 38.7 µM; in the data active means inhibition mostly above about 28%, no sharp cut-off; inactive means mostly below about 43%; further: 0% is about no effect
CHX counter = affects cycloheximide protein synthesis inhibition readout, counter-screen | cell reporter, cycloheximide protein synthesis inhibition counterscreen | max response, % | 12% of 300,000 active | AID 2314; in the data active means max response mostly above about 13%, no sharp cut-off; inactive means mostly below about 14%; further: read at 38.3 µM for the half of the compounds with a filed dose; 0% is about no effect
Pf growth 48h = inhibits P. falciparum growth in the first generation, 48 h | 5.9% of 310,000 active | Potency, µM (top dose mostly 28.7 µM), for the others: at the highest dose activity change, negative = inhibition, most hits filed as inhibitors | P. falciparum luciferase growth in erythrocytes, 48 h | AID 504832; further: potency means the concentration at half of the fitted maximal effect; on the % scale 0 is the no-effect control and ±100 the full control effect
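Compounds are pin-transferred into medium, infected erythrocytes (2% hematocrit, 0.1% parasitemia final) are added, and plates sit one parasite generation at 37 C in 5% CO2. Detection reagent is then added and luminescence measured.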
HCV inhibitor = blocks hepatitis C virus; Potency, µM (doses to about 41.8 µM), without a hit: top-dose activity change, negative = inhibition, actives largely listed as inhibitors; 3.4% of 340,000 active; Huh7.5.1 HCVcc-Cre infection, luciferase reporter, 44 h; further: potency means the concentration at half of the fitted maximal effect; on the % scale 0 is the no-effect control and ±100 the full control effect
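Luciferase read-out (15 sec integration) after a 15 min room-temperature substrate step quantifies HCVcc-Cre infection. Cells, 1,000 per well, had compound added 4 h post-plating, then virus at ~0.5 moi, and were cultured 44 h.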
* hit, by the source's call; u = inconclusive; x = not tested or not shown; & = joins results of further samples; [ ] = remark or other dose. Unless noted, the call rests on the fitted dose curve; in most records, active means well fitted curve in the direction sought with a large enough effect; inconclusive means small, poorly fitted or top-dose-only effect, or another doubt; inactive means no such curve, though single readings can be large; an effect the other way counts as inactive or inconclusive.

The first six compounds (preview)
SMILES | Giardia FBPA inh | Pf growth 96h | Shiga inhibitor | CHX counter | Pf growth 48h | HCV inhibitor
Cc1ccccc1Nc1nc(N)nc(CSc2ccccc2)n1 | -2.9% | 387.4%[activator] | 87.7* | 67.0* | 157.8%[activator] | 3.2%
CCOC(=O)CNC(=O)CSc1ncnc2c1cnn2-c1ccc(OC)cc1 | 0.8% | x | 15.9 | 28.8* | u | -4.0%
Fc1ccc2cnc(-c3ccccc3)c(-c3ccc(C(F)(F)F)cc3)c2c1 | x | u | x | x | u | 7.8%
O=C(O)c1cccc2c1/C(=N/Nc1ccc([N+](=O)[O-])cc1[N+](=O)[O-])c1ccccc1-2 | -0.2% | 11.6% | -4.6 | -0.9 | x | 10.6%
CC(Cc1cnccn1)NC(=O)c1cc(COc2ccc(F)cc2F)on1 (configuration not stated) | 5.7% | 58.5%[activator] | -14.5 | 9.2 | 22.9% | -7.0%
O=c1ccc(-c2ccc(S(=O)(=O)Nc3cccc([N+](=O)[O-])c3)s2)n[nH]1 | x | -2.5% | -9.1 | 1.0 | 20.6% | 7.1%

Main list, from the first entry:
SMILES | Giardia FBPA inh | Pf growth 96h | Shiga inhibitor | CHX counter | Pf growth 48h | HCV inhibitor
Cc1ccccc1Nc1nc(N)nc(CSc2ccccc2)n1 | -2.9% | 387.4%[activator] | 87.7* | 67.0* | 157.8%[activator] | 3.2%
CCOC(=O)CNC(=O)CSc1ncnc2c1cnn2-c1ccc(OC)cc1 | 0.8% | x | 15.9 | 28.8* | u | -4.0%
Fc1ccc2cnc(-c3ccccc3)c(-c3ccc(C(F)(F)F)cc3)c2c1 | x | u | x | x | u | 7.8%
O=C(O)c1cccc2c1/C(=N/Nc1ccc([N+](=O)[O-])cc1[N+](=O)[O-])c1ccccc1-2 | -0.2% | 11.6% | -4.6 | -0.9 | x | 10.6%
CC(Cc1cnccn1)NC(=O)c1cc(COc2ccc(F)cc2F)on1 (configuration not stated) | 5.7% | 58.5%[activator] | -14.5 | 9.2 | 22.9% | -7.0%
O=c1ccc(-c2ccc(S(=O)(=O)Nc3cccc([N+](=O)[O-])c3)s2)n[nH]1 | x | -2.5% | -9.1 | 1.0 | 20.6% | 7.1%
O=C(Nc1cc(=O)[nH]c(=O)[nH]1)c1cccc(C(F)(F)F)c1 | -18.1% | 4.9% | 2.7 | -3.9 | 35.9%[activator] | 10.2%
O=C(O)CC1(CC(=O)N2CCOCC2)CCCC1 | -6.8% | 12.9% | -11.7 | -3.2 | 36.8% | 1.5%
COc1cccc(C2Nc3ccccc3NC3=C2C(=O)CC(C)(C)C3)c1OC (configuration not stated) | 0.3% | 224.5%[activator] | 5.5 | -0.7 | -1.1% | 10.9%
O=C(NNC1CC(c2ccccc2)=NN1C(=O)c1ccccc1)c1ccccc1 (configuration not stated) | -1.3% | u | -18.7 | -7.3 | -23.5% | 0.8%
Cc1cc(/C=C2/SC(=S)N(c3ccc([N+](=O)[O-])cc3)C2=O)c(C)n1-c1cccnc1 | -7.9% | 16.4% | -2.2 | -1.9 | 13.1µM* | 2.51µM*
COc1cccc(OC)c1C(=O)Nc1cc2c(cc1N1CCOCC1)n(C)c(=O)n2C | -11.4% | u | -1.0 | -2.2 | 8.28µM* | 3.6%
COc1ccc2oc(C(=O)OCC(=O)N3CCN(S(=O)(=O)c4ccccc4)CC3)c(C)c2c1 | x | -5.5% | x | x | u | -15.4%
Cc1ccc(-c2noc(CCC(=O)NC3CCCc4ccccc43)n2)cc1 (configuration not stated) | -0.7% | 1.65µM* | -4.9 | 0.8 | -22.6% | -21.6%
Cc1ccc(-c2cc3nc(-c4ccccc4)cc(N4CCC5(CC4)OCCO5)n3n2)cc1 | 0.0% | 0.294µM* | 14.6 | -0.6 | 8.28µM* | -29.9%
CCOc1ccc(N(CC(=O)NCC2CCCO2)S(=O)(=O)c2ccc(SC)cc2)cc1 (configuration not stated) | -0.1% | x | -9.9 | -0.3 | -15.5% | -7.8%
C#CCOCCOCCOCCNc1nc(N2CCN(C(=O)[C@H]([C@@H](C)CC)n3cc([C@@H](N)CC(C)C)nn3)CC2)nc(N2CCN(C(=O)[C@H]([C@@H](C)CC)n3cc([C@@H](N)CC(C)C)nn3)CC2)n1 | -10.3% | 1.85µM* | 0.8 | 1.5 | 1.65µM* | 23.4%
CC1(CCC(=O)N2CCCC(N3CCN(c4ccc(F)cc4)CC3)C2)CC1 (configuration not stated) | x | u | -20.0 | -2.1 | -19.3% | u
CCOc1cc2c3c(c1)C1(Nc4ccccc4S1)C(=O)N3C(C)(C)CC2C (configuration not stated) | 1.1% | u | 5.8 | 2.3 | x | u
COc1cccc(N2CCN(C(=O)CCNS(=O)(=O)c3ccc4c(c3)c(=O)n(C)c(=O)n4C)CC2)c1 | -0.4% | 37.9%[activator] | -14.1 | 5.6 | u | u
COCCNC(=O)c1cc(-c2ccc(OC)c(OC)c2)on1 | 2.4% | 32.8%[activator] | 18.2 | 20.1* | 51.7%[activator] | -8.5%
Cc1ccc(NC(=O)CN2CC(C)SC2=NC2CCCCC2)cc1 (configuration not stated) | -0.2% | u | -2.4 | -1.8 | u | -1.7%&-5.5%
O=C1c2ccccc2C(=O)N1C/C=C/c1ccccc1 | 0.1% | -2.6% | -2.4 | 2.1 | 15.2% | 10.5%
O=C(NC1CC1)C1=C[C@H](C2CC2)C[C@H](OCCCCO)O1 | -1.5% | 38.2%[activator] | -24.5 | -4.0 | 29.9% | 20.0%
CCC(=O)Nc1ccc(Cl)c(NC(=O)c2ccc([N+](=O)[O-])cc2)c1 | 0.2% | u | -7.1 | -5.2 | 65.5%[activator] | -21.6%
Brc1ccc(N=C/C=C/C=C/Nc2ccc(Br)cc2)cc1 | -1.1% | u | -7.8 | -1.8 | u | u
Cc1ccccc1C(=O)N1CCN(c2ccc(NC(=O)c3ccc([N+](=O)[O-])o3)cc2)CC1 | 8.4% | -9.4% | 2.5 | 1.1 | u | u
Cc1cccc2c(N=Nc3ccccc3)c(O)[nH]c12 | -2.5% | 21.3% | 57.1* | 64.9* | 117.8%[activator] | 29.4%
Nc1ccc(N=Nc2ccccc2)c2cccnc12 | 7.0% | 14.4% | 89.9* | 47.9* | 49.7%[activator] | 2.51µM*
CC(/C=N/n1cnnc1)=C\c1ccccc1 | 1.0% | u | -8.7 | -0.6 | 26.0% | 24.5%
COc1ccc(CC(=O)OCC(=O)Nc2ccc3c(c2)OCO3)cc1 | -1.6% | 27.6% | 20.5 | 1.7 | 6.0% | 3.3%
CCO[C@@H]1OC(C(=O)N2CCN(Cc3ccc4c(c3)OCO4)CC2)=C[C@H](c2csc3ccccc23)[C@H]1CCCO | -26.0% | 2.08µM* | -11.0 | 7.5 | u | -12.2%[8.37 µM]
CNC(=O)c1c(C)nc(SCC(=O)NCc2ccc(OC)cc2)c(C#N)c1-c1ccco1 | 6.1% | -0.3%[5.75 µM] | 34.5 | 9.6 | u | -5.7%
CCOC(=O)C1(CCOC)CCN(C(=O)c2sccc2C)CC1 | 2.2% | 0.2% | -16.4 | 0.9 | -10.1% | 14.4%
CN(CC(=O)NCc1ccccn1)S(=O)(=O)c1ccc(Cl)cc1 | 4.8% | x | -15.4 | -1.6 | x | -19.5%
Cc1cccc(C)c1NC(=S)NCCSc1ccc(Cl)cc1 | -0.6% | u | 20.7 | -1.3 | -28.8% | 10µM*
CC(OC(=O)C1CCCC1)C(=O)Nc1ccc(C(N)=O)cc1 (configuration not stated) | x | 11.2% | x | x | 18.4% | u
Cc1nnc(NC(=O)CN2CC(C)OC(C)C2)s1 (configuration not stated) | 2.51µM* | 10.8% | -2.7 | 1.4 | -0.9% | 5.9%
O=C(OCC1CC(c2ccccc2)=NO1)c1ccco1 (configuration not stated) | -9.3% | 32.9%[activator] | 93.0* | 54.0* | 16.2% | 9.0%
O=c1oc2ccccc2c(O)c1C(c1ccc([N+](=O)[O-])cc1)c1c(O)c2ccccc2oc1=O | 18.2% | u | -4.4 | -5.9 | -0.7% | 7.9%
CCOC(=O)N1CCN(C2OC(=O)c3ccccc32)CC1 (configuration not stated) | 3.7% | -132.6% | 3.0 | 1.5 | 10.8% | 12.5%
O=C(CSc1ccccc1)NNC(=O)c1ccncc1 | x | 13.5% | x | x | -15.5% | -2.6%
COc1ccc(CCC(C)Nc2ccc(F)c(F)c2)cc1 (configuration not stated) | -27.3% | 36.5%[activator] | -3.3 | 0.3 | 11.4% | 1.2%
COc1cc(-c2nc(CN3CCN(CC(C)C)C(=O)[C@@H]3C)c(C)o2)ccc1F | -1.1% | -29.3% | -18.8 | 0.1 | 9.28µM* | u
COc1ccc(OC)c(S(=O)(=O)N2CCC(c3nc4ccccc4[nH]3)CC2)c1 | x | 10.4µM* | x | x | u | -0.3%
COc1ccc2[nH]c(=O)c(CN(CC3CCCO3)S(=O)(=O)c3ccccc3)cc2c1 (configuration not stated) | -3.0% | 1.65µM* | 5.1 | -2.5 | 0.5% | u
Cc1ccc(SCc2nnc(N)s2)cc1 | -5.4% | 3.5% | 0.0 | 10.3* | 19.1% | 3.6%
O=C(NCc1ccc(OC(F)(F)F)cc1)C1CC2Cn3c(nc4ccccc43)C2N1Cc1ccccc1 (configuration not stated) | 4.0% | 0.0% | -3.8 | -1.3 | -25.5% | -3.4%
COCCNC(=O)C1CC(c2ccc([N+](=O)[O-])cc2)=NO1 (configuration not stated) | 4.3% | 7.8% | -3.6 | -3.6 | 3.6% | 24.6%
CC(=O)[C@@]1(O)CC[C@H]2[C@H]3C[C@@H](C)C4=CC(=O)C=C[C@]4(C)[C@@]3(F)[C@@H](O)C[C@]21C | 0.8%[21.7 µM] | u | x | x | -17.7%[12.8 µM] | x

Remaining list, next part.
SMILES | Giardia FBPA inh | Pf growth 96h | Shiga inhibitor | CHX counter | Pf growth 48h | HCV inhibitor
S=C(Nc1ccc2cn[nH]c2c1)Nc1ccc(Cl)cc1Cl | u | 15.2% | 47.4 | 17.9* | 15.1% | 0.2%
Cn1nc(C(=O)NC2CCCN(Cc3ccccc3F)C2)c2ccccc2c1=O (configuration not stated) | x | u | -21.3 | -1.5 | u | u
COc1ccc(OC)c(NS(=O)(=O)Cc2ccccc2)c1 | -20.1% | x | 9.3 | -1.1 | x | x
CCOC(=O)C(C(=O)OCC)N(C#N)c1nc(OC)nc(N(C)C)n1 | -1.9% | x | -10.1 | 3.1 | -8.3% | -9.7%
COC(=O)c1nnn(-c2nonc2N)c1COc1ccc(C=O)cc1OC | -0.3% | 43.0%[activator] | -8.8 | 0.7 | -0.7% | -3.2%
Cc1ccc(-n2c3c(c(=O)[nH]c2=O)C(C(F)(F)F)(C(F)(F)F)NC(=O)N3)cc1 | 9.3% | 29.9% | -9.6 | 10.0 | 40.0%[activator] | 15.9%
CSC1=N/C(=C\c2ccccc2Cl)C(=O)N1N(C)C | -1.0% | 4.8% | -8.4 | 8.0 | -20.4% | -26.7%
CCc1ccccc1NC1Nc2cc(C)nn2S1 (configuration not stated) | -6.2% | -1.1% | 13.6 | 15.5 | 0.7% | 1.7%
O=C(NCC1(c2ccccc2)CCOCC1)c1cccs1 | 0.3% | 15.7% | -7.4 | 1.0 | -1.2% | 24.0%
Cn1c(NC(=O)/C=C/c2c(F)cccc2Cl)cc(=O)n(C)c1=O | 2.1% | u | 29.3 | 1.3 | u | 1.6%
CC(=O)c1ccc(OCc2cc(C(=O)N(C)C(C)c3nccs3)no2)cc1 (configuration not stated) | -5.7% | 38.2%[activator] | 35.1* | 29.6* | -3.8% | -27.6%
O=C(c1cccc(C(F)(F)F)c1)N1CCN(c2cc(=O)[nH]nc2-c2ccccc2)CC1 | 12.5% | u | -16.7 | -2.7 | -8.8% | 3.9%
Cn1nc(C(=O)NCc2ccccc2Cl)c2c1-c1ccccc1S(=O)(=O)C2 | x | -16.6% | -3.4 | -1.3 | 8.8% | -21.4%
